Screens as filed in PubChem.
PDI inh – inhibitors of human protein disulfide isomerase | AID 588391 | P07237 | PDI insulin aggregation turbidity, A650, 90 min | inhibition, % at 10 µM | hit rate 0.052% among 350,000;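 active = mean inhibition across replicates of 30% or more, whatever share of single replicates reach that level; inconclusive = mean inhibition below 30% while every single replicate reaches 30%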;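 also: absorbance from insulin aggregation driven by PDI reduction with DTT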
Target sequence (P07237 whole entry, looked up): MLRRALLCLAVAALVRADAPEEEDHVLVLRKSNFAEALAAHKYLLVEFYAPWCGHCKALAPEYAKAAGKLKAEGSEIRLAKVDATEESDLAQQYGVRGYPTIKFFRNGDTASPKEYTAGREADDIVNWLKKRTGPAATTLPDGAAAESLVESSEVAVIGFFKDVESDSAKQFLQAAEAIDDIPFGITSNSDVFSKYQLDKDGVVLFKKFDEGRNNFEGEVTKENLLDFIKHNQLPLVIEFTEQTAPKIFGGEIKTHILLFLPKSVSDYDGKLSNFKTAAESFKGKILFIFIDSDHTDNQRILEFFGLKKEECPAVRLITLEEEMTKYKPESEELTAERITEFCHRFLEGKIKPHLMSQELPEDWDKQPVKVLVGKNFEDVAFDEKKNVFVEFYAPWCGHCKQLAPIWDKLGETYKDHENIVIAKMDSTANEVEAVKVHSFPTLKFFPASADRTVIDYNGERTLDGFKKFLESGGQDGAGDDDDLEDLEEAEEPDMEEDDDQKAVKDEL
Peg3 promoter – reduces Peg3 promoter-driven luciferase expression in HeLa. AID 588405. HeLa PEG-Prom luciferase reporter, luminescence, overnight. inhibition, % at 20 µM. hit rate 1.7% among 360,000;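 active = inhibition of at least 50% at 20 µM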
CaV13 FRET inh – Disruptors of the CACNA1D IQ motif to Ca2+-dependent inactivation inhibitor domain association, primary screening, Förster resonance energy transfer in intact living …; hit rate 0.098% among 340,000; HEK cells, CFP/YFP FRET ICDI-IQ, plate reader, 10 min; percent FRET-ratio fall versus neutral wells; inhibition, % at 12.3 µM; AID 743397;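 active = mean replicate inhibition of at least 30% and at least 1% of replicates passing that level; inconclusive = only one of the two criteria is met; inactive = neither criterion is met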;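 also: 0% = median of the neutral control wells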
MITF TRPM1 inh – reduces MITF-dependent TRPM1 promoter luciferase signal; SK-MEL-5 TRPM1 promoter luciferase, 24 h; inhibition, % at 12.5 µM; hit rate 0.83% among 330,000;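 active = mean inhibition across replicates of 60% or more, whatever share of single replicates reaches that level; inconclusive = some that reach 60%, reason not given; inactive = mean inhibition across replicates below 60%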; also: values of inactives mirror those of a sister screen read the other way
NR2E3 ag-1 – activates human photoreceptor nuclear receptor NR2E3; AID 2300; Q9Y5X4; hit rate 0.12% among 320,000; GST-NR2E3/biotin-RetCOR TR-FRET, 1536-well; inhibition of corepressor binding, % at 4.78 µM;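 active = percent inhibition above the cutoff of mean plus 3 SD of all tested compounds, set per screening campaign, cut at about 20% in these data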;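 also: 0% = DMSO wells and 100% = biotin wells as full block of FRET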
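system = GST-tagged NR2E3 plus biotinylated RetCOR corepressor | input = 1.35 nM GST-NR2E3 | also added = 7 nM biotin-RetCOR | schedule = 5 h incubation at 4 °C | measured by = TR-FRET with europium anti-GST and streptavidin-D2, 340 nm excitation | read-out = percent loss of FRET ratio relative to control wells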
Cardio protect – myocardial damage modulation in H9c2 cells; H9c2 cardiomyocytes, H2O2 injury protection, ATPLite, 2 h; protection from H2O2 cell death, % at 20 µM; hit rate 0.63% among 360,000;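 active = compounds giving at least 50% protection of heart cells from peroxide-induced death in the single-dose screen, raw or plate-pattern-corrected value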;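 also: 0% = DMSO wells with peroxide and 100% = DMSO wells without peroxide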
HIF-2a inh – inhibitors of HIF-2a; 786-0 RCC cells HIF-2a reporter, luciferase luminescence, overnight; inhibition, % at 18.8 µM; hit rate 0.72% among 360,000;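 active = inhibition of the luminescence signal of 40% or more relative to plate controls, in a single-dose primary screen at 18.75 µM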
iPSC survival up – increases survival of single human iPS cells | hiPSC single-cell survival, ATPlite luminescence; 100% = ROCK inhibitor wells, 0% = DMSO | survival enhancement, % at 20 µM | hit rate 0.044% among 360,000 | AID 602274; in the data active = survival enhancement above about 18%;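 also: cells exposed to compounds for 16 hours before the ATP read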
Shn3 inh set2 – Schnurri-3 reporter inhibition in Clone20 osteoblasts. Clone20 osteoblast Shn3 3'UTR firefly luciferase, 24 h. inhibition, % at 12.5 µM. hit rate 0.52% among 360,000;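 active = mean inhibition of at least 75% with every replicate also reaching 75%; inconclusive = mean inhibition at least 75% but some replicate below; inactive = mean inhibition below 75%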;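 also: 0% = median of neutral control wells and 100% = pilot-screen positive control compound; some compounds past the cut are filed as inactive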
HTR2A ag – mouse HTR2A agonism via beta-arrestin recruitment; CHO-K1 mHTR2A beta-arrestin complementation, luminescence; percent of 30 µM serotonin response; activation, % at 7.6 µM; hit rate 0.66% among 360,000;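 active = activation above a run cutoff, the mean activation of all tested compounds plus 3 SD, cut at about 14% in these data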;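 also: 0% = plate median of compound wells and 100% = 30 µM serotonin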
Target sequence (P35363 whole entry, looked up): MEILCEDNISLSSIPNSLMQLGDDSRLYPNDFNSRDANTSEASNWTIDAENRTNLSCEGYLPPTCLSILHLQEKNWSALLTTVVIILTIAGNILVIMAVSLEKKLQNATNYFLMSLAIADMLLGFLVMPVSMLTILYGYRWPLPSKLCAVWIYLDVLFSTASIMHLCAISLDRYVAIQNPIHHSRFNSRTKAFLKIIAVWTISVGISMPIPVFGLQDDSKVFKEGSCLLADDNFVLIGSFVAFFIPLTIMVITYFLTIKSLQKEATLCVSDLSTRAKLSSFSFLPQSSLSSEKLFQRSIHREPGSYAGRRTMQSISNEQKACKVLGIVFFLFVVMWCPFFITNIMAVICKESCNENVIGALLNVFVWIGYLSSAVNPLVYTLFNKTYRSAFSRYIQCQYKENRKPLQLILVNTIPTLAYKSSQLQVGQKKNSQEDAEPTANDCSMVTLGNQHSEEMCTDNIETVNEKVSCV
NR2E3 ag-2 – human photoreceptor-specific nuclear receptor agonism; Q9Y5X4; CHO-S Gal4-NCOR/VP16-NR2E3 two-hybrid, luciferase; inhibition of corepressor binding, % at 3.98 µM; hit rate 0.35% among 360,000; AID 602229;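 active = inhibition above the mean of all tested compounds plus 3 SD, cut at about 70% in these data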;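 also: 0% = DMSO with NR2E3 transfected cells and 100% = cells lacking NR2E3 construct; higher means lower luciferase signal from less NR2E3 corepressor binding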
Active calls of the source: *; ? = inconclusive; · = no result given.

SMILES	PDI inh	Peg3 promoter	CaV13 FRET inh	MITF TRPM1 inh	NR2E3 ag-1	Cardio protect	HIF-2a inh	iPSC survival up	Shn3 inh set2	HTR2A ag	NR2E3 ag-2
CCOC(=O)c1oc2nc(C(C)C)c3c(c2c1N)CCC3	-1	-6	-4	-3	2	-1	0	2.6	15	-4	-29
COc1ccc(S(=O)(=O)N2CCC(C(=O)N[C@@H](C)C(=O)N3CCCCCC3)CC2)cc1	5	1	-6	2	-1	2	-1	-0.4	-2	-2	-32
S=C(Nc1ccc(Cl)cc1)Nc1cccc2cnccc12	-2	-88	-4	9	0	-12	-86	-1.3	17	-2	-27
CCCCNS(=O)(=O)c1ccc2nc(-c3cccnc3)cc(C(=O)NCC(OC)OC)c2c1	-5	12	-12	-3	-2	0	6	-0.7	-2	1	-26
Cc1ccccc1CN(C)CC(=O)Nc1c(C)cccc1C(C)C	2	20	-18	2	0	-8	8	0.7	10	-1	17
O=C(Nc1nnc(S(=O)(=O)N2CCCC2)s1)c1cccc([N+](=O)[O-])c1	7	-19	·	1	0	-7	-81	-0.5	-14	9	2
O=C(Nc1ccccc1)C1=C[C@@H](c2ccc(C(F)(F)F)cc2)C[C@@H](OCCCCO)O1	-3	-163	-4	-55	-1	-5	-206	-3.0	-33	-2	-17
O=C(Nc1ccc(F)cc1)Nc1ccc(NC(=O)c2ccccc2O)cc1	9	-2	-20	·	1	3	16	0.0	·	-1	-27
COc1ccc(-c2cc(C(F)(F)F)c3c(N)c(C(=O)NCCSC)sc3n2)cc1	3	21	-35	8	0	8	16	0.1	35	0	-2
Cn1c(CS/C(N)=N/N=C/c2ccccc2)c(Br)c(=O)n1-c1ccccc1	4	-69	-6	-7	-4	-4	-60	0.3	4	-6	-5
C=CCCCCCCCCc1nc(SCC(=O)O)n[nH]1	18	13	-5	-13	-1	5	-2	-0.8	13	-3	-7
COc1cccc(C2C(C(=O)c3sc(C)nc3C)=C(O)C(=O)N2CCN2CCOCC2)c1 (configuration not stated)	-7	7	-7	4	3	14	8	0.2	3	-1	-48
COc1ccc2cc3cc(C(=O)N4CCN(Cc5ccc6c(c5)OCO6)CC4)oc3nc2c1	12	-9	-1	-3	-1	5	-13	6.1	-6	-6	-10
CCCCOc1ccccc1C1CC(=O)NC2=C1C(=O)CCC2 (configuration not stated)	1	21	-2	25	-1	9	16	-1.9	11	4	-61
CCOC1(C(F)(F)F)NC(=O)N(Cc2ccc(OC)cc2)C1=O (configuration not stated)	8	24	-4	8	-1	0	14	-1.7	20	0	0
CN1CCN(NC(=O)c2cn(-c3ccccc3)nc2-c2cccc(Br)c2)CC1	-1	-1	-5	-15	4	1	-17	-0.6	8	-9	-41
Cc1ccc2c(Cl)c(C)c(N3CCOCC3)nc2n1	1	42	-1	11	·	0	13	-0.5	-4	-1	5
Cc1ccc(N(Cc2ccccc2)C(=O)c2cccc(S(=O)(=O)N3CC(C)OC(C)C3)c2)cc1 (configuration not stated)	?	-10	-2	-7	-2	-4	-3	-0.1	0	-6	3
CC(=O)N[C@@H](Cc1c[nH]c2ccccc12)C(=O)NC1CC1	-6	21	-17	5	3	0	13	1.2	6	3	-3
COc1ccc(C(O)Cc2nc3ccccc3n2C)cc1OC (configuration not stated)	-12	-12	-4	-5	-1	-7	7	1.6	-1	1	-4
COc1ccc(C(=O)COC(=O)CCN=C2NS(=O)(=O)c3ccccc32)c(OC)c1	7	-2	-16	11	-2	-7	19	-0.2	-7	0	-32
CCOC(=O)Cc1csc(NC(=O)c2cccc(OC)c2)n1	-3	-31	-6	-16	2	16	-30	-2.5	0	4	-10
CCN(C(=O)COC(=O)c1cc(S(=O)(=O)N2CCc3ccccc32)ccc1OC)C1CCS(=O)(=O)C1 (configuration not stated)	2	12	-6	15	5	4	16	0.2	4	2	-10
Cc1cc(SCC(=O)NCC(c2cccs2)N2CCOCC2)c(C)cc1Br (configuration not stated)	1	30	-14	1	4	-6	21	1.1	14	-14	-3
CCCC1C(c2ccc(OC)cc2)C(C#N)(C#N)C2(C#N)CC1(N)NC2=O (configuration not stated)	-2	1	-4	-2	1	2	15	-1.5	-8	2	-32

Profiles from above. Order of values: PDI inh | Peg3 promoter | CaV13 FRET inh | MITF TRPM1 inh | NR2E3 ag-1 | Cardio protect | HIF-2a inh | iPSC survival up | Shn3 inh set2 | HTR2A ag | NR2E3 ag-2
`CCOC(=O)Cc1csc(NC(=O)c2cccc(OC)c2)n1` as listed: -3 | -31 | -6 | -16 | 2 | 16 | -30 | -2.5 | 0 | 4 | -10
`CCCCNS(=O)(=O)c1ccc2nc(-c3cccnc3)cc(C(=O)NCC(OC)OC)c2c1` as listed: -5 | 12 | -12 | -3 | -2 | 0 | 6 | -0.7 | -2 | 1 | -26

(list continues)
SMILES	PDI inh	Peg3 promoter	CaV13 FRET inh	MITF TRPM1 inh	NR2E3 ag-1	Cardio protect	HIF-2a inh	iPSC survival up	Shn3 inh set2	HTR2A ag	NR2E3 ag-2
CC(/C=C/c1ccccc1)=N\NC(=S)NC(C)C	-4	-170	-6	-29	-1	2	-192	0.6	2	-8	-72
Cc1ccc(C(C(=O)NC2CCCC2)N2CCCCC2)cc1 (configuration not stated)	-1	-4	-6	4	3	7	5	-1.5	-5	4	-4
CC(=O)c1cccc(NS(=O)(=O)c2cc3c(cc2C)N(C(C)=O)CCO3)c1	4	-6	-6	-5	1	3	7	0.2	-4	4	8
CCn1c(CCC(N)=O)nnc1SCC(=O)c1cc(C)n(C2CC2)c1C	6	-11	-6	3	0	2	14	-0.7	4	4	-13
CCOc1ccc(CN2CCN(C(=O)c3ccccc3)CC2)cc1	0	18	-5	-2	1	-4	5	1.6	0	-1	-2
COc1ccc(C(=O)Nc2ccc(Cl)c(S(=O)(=O)N3CCOCC3)c2)cc1	23	39	-5	11	·	1	-19	0.1	30	-3	13
C=CCn1c(COc2ccc(CC)cc2)nnc1SC/C(O)=C(\C#N)c1nc2ccccc2[nH]1	4	28	-4	24	-1	-1	-6	-0.6	7	0	-19
Cc1nn(-c2ccccc2)c(Cl)c1C(=O)NCC1CCCO1 (configuration not stated)	-1	-24	-2	2	1	6	-12	-0.5	-6	2	-6
CCc1c(C)nc(SCC(=O)Nc2ccc(Br)cc2)[nH]c1=O	-5	18	-6	5	0	-6	6	0.3	-10	13	-8
O=C(CC1c2ccccc2Oc2ccccc21)Nc1ccccc1C(F)(F)F	-29	0	-10	5	-2	-4	19	3.7	21	3	-3
NS(=O)(=O)c1ccc(NC(=O)/C(=C/c2ccncc2)NC(=O)c2ccccc2)cc1	-7	1	-5	-6	0	0	5	-0.5	2	6	-35
Cc1ccc(S(=O)(=O)N2CCN(C(=O)CSc3nc4ccccc4o3)C2)cc1	-2	19	1	8	1	-14	16	0.5	-15	8	-38
CCOCCOC(=O)C1=C(C)N(C)C(=O)NC1c1ccccc1F (configuration not stated)	-11	0	-5	-2	1	-3	13	-0.8	-20	1	9
COC(=O)c1scc(C)c1NC(=O)C1CCCCC1	-6	-2	-5	-4	0	-1	16	-3.2	13	0	-5
O=c1c(-c2ccc(F)cc2)[n+]([O-])c2ccccc2n1OCc1ccccn1	-9	-4	-4	-6	1	-2	6	0.2	-36	0	-22
COC(=O)c1ccccc1CSc1nsc(/C=C/N(C)C)c1C#N	-3	17	·	-2	1	-10	24	-0.2	2	4	1
CCn1ncc([N+](=O)[O-])c1C(=O)N1CCCC1	-4	2	0	-2	2	6	7	3.5	-17	4	-1
COC(=O)C1=C(C)N(Cc2ccccc2)C(=NCc2ccco2)N[C@H]1c1cccc(F)c1	-2	-8	-11	-3	·	-11	10	-1.3	-1	-1	-3
COc1ccc(Cl)cc1NC(=S)Nc1cccnc1	-2	21	-6	-1	4	-5	6	-0.7	2	3	9
Cc1cc(C(=O)O)ccc1-c1ccc(/C=C2\NC(=O)N(Cc3ccccc3Cl)C2=O)o1	9	2	·	15	-1	1	-2	-0.1	15	-1	-7
COc1cccc(OC)c1Oc1ccc(C(F)(F)F)cn1	-4	11	-8	12	-1	0	8	0.9	-8	-4	-10
CC(=O)Nc1ccc(NC(=O)c2ccccc2-n2cnnn2)cc1	-3	1	-7	3	·	8	8	-0.4	7	8	-24
c1ccc2c(c1)COC(CN1CCCCC1)OC2	-1	2	-6	2	1	5	11	3.2	-1	-1	-4
Cc1cc(=O)oc2cc(O[C@@H]3O[C@H](CO)[C@H](O)[C@H](O)[C@H]3O)ccc12	2	12	-6	6	-3	-4	9	-0.7	-11	-2	6
Cc1cc(C)c(NC(=O)c2ccc(CNS(=O)(=O)c3cc(C(F)(F)F)ccc3Cl)cc2)c(C)c1	-8	37	7	8	-1	-8	23	-0.8	8	0	-11
Cc1ccc(S(=O)(=O)NCC(=O)N(CC(=O)NCc2ccco2)Cc2ccco2)cc1	4	18	-6	21	7	8	7	-0.2	6	2	-25
Cc1cc(NCCN2CCOCC2)n2c(nc3ccccc32)c1C#N	-5	-1	-5	0	1	3	21	0.6	-19	2	-10

A few values from the entries so far.
Cc1ccc(C(C(=O)NC2CCCC2)N2CCCCC2)cc1 (configuration not stated) @ NR2E3 ag-1: 3
CCc1c(C)nc(SCC(=O)Nc2ccc(Br)cc2)[nH]c1=O @ CaV13 FRET inh: -6
COc1ccc(C(=O)Nc2ccc(Cl)c(S(=O)(=O)N3CCOCC3)c2)cc1 @ MITF TRPM1 inh: 11
O=C(CC1c2ccccc2Oc2ccccc21)Nc1ccccc1C(F)(F)F @ Shn3 inh set2: 21

A portion from further up, for reference:
SMILES	PDI inh	Peg3 promoter	CaV13 FRET inh	MITF TRPM1 inh	NR2E3 ag-1	Cardio protect	HIF-2a inh	iPSC survival up	Shn3 inh set2	HTR2A ag	NR2E3 ag-2
Cc1cc(=O)oc2cc(O[C@@H]3O[C@H](CO)[C@H](O)[C@H](O)[C@H]3O)ccc12	2	12	-6	6	-3	-4	9	-0.7	-11	-2	6
Cc1cc(C)c(NC(=O)c2ccc(CNS(=O)(=O)c3cc(C(F)(F)F)ccc3Cl)cc2)c(C)c1	-8	37	7	8	-1	-8	23	-0.8	8	0	-11
Cc1ccc(S(=O)(=O)NCC(=O)N(CC(=O)NCc2ccco2)Cc2ccco2)cc1	4	18	-6	21	7	8	7	-0.2	6	2	-25
Cc1cc(NCCN2CCOCC2)n2c(nc3ccccc32)c1C#N	-5	-1	-5	0	1	3	21	0.6	-19	2	-10

Compounds were not picked by outcome; 3.9% or so of the library scored in one or more.
